Compound activity (PubChem)
Giardia kill – Giardia lamblia killing | Giardia lamblia trophozoite viability | activity change, % at 7.66 µM, hits read low | hit rate 0.15% among 340,000; in the data active = activity change below about -80%; inconclusive = between about -30% and that limit;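 note: parasites exposed to compound for two days anaerobically before the ATP read; % is set by controls: 0 for no effect and ±100 for the full control effect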
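Killing of trophozoites was scored by loss of ATP luminescence after a 48 hrs anaerobic exposure to compounds at 37 deg C, using 100 cells per well.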
GALK inhibitor – blocks human galactokinase activity; P51570; Purified GALK, Kinase-Glo residual ATP luminescence; Potency, µM (top dose mostly 57.5 µM), for inactives: top-dose activity change, negative = inhibition, hits mostly inhibitors; hit rate 0.007% among 270,000; AID 1868; note: potency is the fitted concentration of half-maximal effect; % is set by controls: 0 for no effect and ±100 for the full control effect
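Quantitative HTS: GALK 5 nM, ATP 35 uM, galactose 100 uM, 1 h room temperature, then luciferase-based ATP detection.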
Tb PFK inh – T. brucei PFK enzyme inhibition; Potency, µM (doses to about 57.5 µM), for inactives: top-dose activity, negative = inhibition, hits mostly inhibitors; hit rate 0.17% among 330,000; AID 485367; O15648; T. brucei PFK, ADP-Glo luminescence;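 note: potency is the fitted concentration of half-maximal effect; 0% = uninhibited 1x PFK enzyme wells and -100% = no-enzyme wells; nearly all actives have a fitted effect of over 60% in size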
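PFK 1.25 nM, F6P 0.5 mM, ATP 0.1 mM, 0.1 M TEA pH 8.0, 5 mM MgCl2, 0.01% Tween20, 0.1% BSA; 45 min RT. ADP-Glo readout. qHTS titration up to 57 uM; curves fitted, compounds curve-classed.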
hERG WT inh – KCNH2 (human, wildtype) channel inhibition | Q12809 | activity change, % at 1.84 µM | U2OS, BacMam KCNH2, thallium flux FluxOr; hits give low values | hit rate 0.37% among 340,000 | AID 720551;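 active = maximum activity change below -70%; inconclusive = maximum activity change between -70% and -50%; inactive = maximum activity change above -50%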; note: % is set by controls: 0 for no effect and ±100 for the full control effect
Target sequence (Q12809 whole entry, looked up): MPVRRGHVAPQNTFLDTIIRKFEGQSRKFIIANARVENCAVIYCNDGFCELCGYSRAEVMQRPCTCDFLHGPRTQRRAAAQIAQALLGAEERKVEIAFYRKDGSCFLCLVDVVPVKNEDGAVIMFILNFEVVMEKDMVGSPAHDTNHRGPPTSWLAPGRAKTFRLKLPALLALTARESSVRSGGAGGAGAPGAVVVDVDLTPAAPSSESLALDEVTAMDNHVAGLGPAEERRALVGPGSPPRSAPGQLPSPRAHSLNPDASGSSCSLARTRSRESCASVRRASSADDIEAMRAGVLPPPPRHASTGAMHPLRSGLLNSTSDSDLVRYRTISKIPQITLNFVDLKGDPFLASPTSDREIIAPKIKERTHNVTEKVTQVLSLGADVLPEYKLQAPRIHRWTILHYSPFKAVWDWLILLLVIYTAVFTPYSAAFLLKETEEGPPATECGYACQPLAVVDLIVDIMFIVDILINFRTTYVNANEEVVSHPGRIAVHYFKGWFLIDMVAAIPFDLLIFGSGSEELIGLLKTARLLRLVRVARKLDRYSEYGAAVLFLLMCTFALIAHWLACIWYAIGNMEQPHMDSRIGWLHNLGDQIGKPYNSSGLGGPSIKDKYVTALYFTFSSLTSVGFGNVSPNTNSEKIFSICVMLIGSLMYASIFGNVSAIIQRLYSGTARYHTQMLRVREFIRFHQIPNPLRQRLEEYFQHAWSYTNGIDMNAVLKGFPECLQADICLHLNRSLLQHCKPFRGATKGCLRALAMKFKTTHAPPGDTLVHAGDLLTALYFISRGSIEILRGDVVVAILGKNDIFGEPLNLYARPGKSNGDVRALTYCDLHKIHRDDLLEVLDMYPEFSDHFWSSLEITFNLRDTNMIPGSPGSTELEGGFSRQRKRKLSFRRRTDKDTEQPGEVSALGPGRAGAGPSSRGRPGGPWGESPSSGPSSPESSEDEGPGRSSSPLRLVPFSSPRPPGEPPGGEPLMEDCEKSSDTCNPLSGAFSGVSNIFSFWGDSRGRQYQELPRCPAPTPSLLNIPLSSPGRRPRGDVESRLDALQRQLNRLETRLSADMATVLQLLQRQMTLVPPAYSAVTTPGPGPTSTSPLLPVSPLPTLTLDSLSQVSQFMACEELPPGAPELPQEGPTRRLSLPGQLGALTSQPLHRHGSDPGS
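U2OS cells transduced with wild-type KCNH2 virus are loaded with FluxOr dye for 45 min, and thallium flux is measured in kinetic reads before and after stimulation buffer. Rate constants are normalized to DMSO controls.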
TSHR antag – antagonists of human thyroid stimulating hormone receptor; AID 504810; P16473; hit rate 0.2% among 330,000; TSHR-expressing cells, TSH-stimulated cAMP HTRF, 2 h; hits give low values; activity change, negative = inhibition, % at 11.5 µM;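 active = activity change below a set negative limit, meaning inhibition stronger than a set level, cut at about -70% in these data; inconclusive = activity change between two set negative limits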; note: % is set by controls: 0 for no effect and ±100 for the full control effect
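Competitive HTRF cAMP read-out (cryptate anti-cAMP antibody, cAMP-d2; 30 min, room temperature) in freshly harvested TSHR cells. Compounds added before TSH at EC80 (4nM final), followed by 2 hours' incubation at 37 deg C.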
BCR signal inh – blocks chronic active B-cell receptor signaling. ABC-DLBCL IkBa-CBG/CBR reporter, luminescence ratio, 4 h. Potency, µM (doses to about 46.1 µM), inactives show at the highest dose ratio change, negative = lower green/red ratio, usual class: inhibitors. hit rate 0.05% among 340,000; active = well fitted inhibition curve with a large enough effect in the signal ratio, with a control signal flat, not every such curve was filed as active; inconclusive = small, poorly fitted or top-dose-only effect, or effect the other way, or a change in a side signal; the % refers to the signal ratio;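 note: potency is the fitted concentration of half-maximal effect; plate controls were basal doxycycline-induced cells for no effect and cells given 10 µM MG132 for full effect; MG132 reads +100%, hits lower the ratio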
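Cell line TMD8 (human ABC DLBCL), stably expressing tet-inducible CBG68-IkBa fusion and CBR; IMDM/0.5% FBS; cpd up to 46 uM; dox induction, 4 h, 37C/5% CO2; dual luminescence; green/red ratio; MG132 control.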
TCR activator – activates T cell receptor signaling; primary human leukocytes, anti-CD3, IL-2 HTRF, 48 h; Potency, µM (series often up to 9.22 µM), for the others: at the highest dose activation of IL-2 secretion, hits mostly activators; 330,000 tested, under 10 active; AID 504894; note: % of control where 0% means no effect
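Readout: HTRF IL-2, Eu-cryptate/d2 antibody pair, 320nm excitation, 665nm emission. Stimulus: a-CD3 beads, no co-stimulation. Cells: primary human leukocytes. Exposure: 48 hr with compound.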
CXXC DNA block – blocks binding of human MLL CXXC domain to DNA; Q03164; AID 2662; Potency, µM (highest dose often 115 µM), for inactives: at the top dose activity change, negative = inhibition, actives largely listed as inhibitors; MLL-CXXC / FITC-HOXA9 DNA fluorescence polarization; hit rate 0.037% among 290,000; active = well fitted inhibition curve with a large enough effect in the polarisation, with a control signal flat, not every such curve was filed as active; inconclusive = small, poorly fitted or top-dose-only effect, or effect the other way, or a change in a side signal; inactive = no such curve, though single readings can be large or run the other way; the % refers to the polarisation; note: potency is the fitted concentration of half-maximal effect
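Fluorescence polarization: 7 uM MLL-CXXC (stock) preincubated 5 min with compounds, then 50 nM fluorescein-HOX-A9 DNA (stock) added; 30 min ambient. Buffer 50 mM Tris-HCl pH 7.5, 50 mM NaCl, 1 mM DTT, 0.05% BSA.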
AT treatment – potential ataxia-telangiectasia treatment; […] A-T fibroblasts, KAP-1 phosphorylation AlphaLISA; neocarzinostatin DNA damage 30 min before lysis; Potency, µM (titrated, usually from 57.5 µM), for the others: at the highest dose activation, most hits filed as activators; hit rate 0.19% among 320,000; AID 485349; note: potency is the fitted concentration of half-maximal effect; % of control where 0% means no effect; nearly all actives have a fitted effect of over 45% in size
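hTERT-immortalized A-T patient fibroblasts ([…]), 500 cells/well in OPTI-MEM, 1% FBS, got compounds for 60 min, then NCS for 30 min at 37C. Lysates were then assayed for phospho-KAP-1 by AlphaLISA (anti-pKAP1 donor, anti-KAP1 acceptor beads), 6 hr at 25C.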
Coupling enz – inhibits coupling enzyme system, counter-screen for aldolase hits. coupling enzyme system counterscreen, AmpLite Red fluorescence. activity change, negative = inhibition, % at 58.2 µM, hits read low. hit rate 0.67% among 290,000. AID 2472; in the data active = activity change below about -30%; note: % is set by controls: 0 for no effect and ±100 for the full control effect
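Activity here indicates interference with the coupling reaction, not aldolase inhibition. Compounds at 57.5 uM final met coupling enzymes for 10 min at RT; substrate and AmpLite Red detection followed, with a 525/598 nm fluorescence read after 20 min.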
An asterisk follows results filed as active; ? = inconclusive; · = not tested or not shown; [ ] = another dose, or the depositor's remark. Unless noted, calls come from the whole dose curve; as a rule, active = well fitted curve in the direction sought with a large enough effect; inconclusive = small, poorly fitted or top-dose-only effect, or another doubt; inactive = no such curve, though single readings can be large; an effect the other way counts as inactive or inconclusive.

SMILES | Giardia kill | GALK inhibitor | Tb PFK inh | hERG WT inh | TSHR antag | BCR signal inh | TCR activator | CXXC DNA block | AT treatment | Coupling enz
CC/C(=N\NC(=O)C1CC1)c1cccc(Cl)c1 | -16 | 0% | 0% | 2 | 10 | ? | -6% | -1% | 5% | 2
Cc1ccc(S(=O)(=O)NCCNC(=O)CN2CCOCC2)cc1 | 0 | -2% | 0% | 13 | -5 | 8% | 1% | 7% | 3% | -3
O=C(NC(c1ccccc1)c1ccccc1)N1CCOCC1 | 2 | 10% | -6% | -6 | 2 | -7% | -1% | 18% | -1% | -5
Cc1ccc(S(=O)(=O)c2c(N)n(C)c3nc4ccccc4nc23)cc1 | -4 | -6% | -2% | -18 | 0 | ? | -2% | -5% | 4% | -5
Cc1ccccc1NCc1nnc2n1CCCCC2 | 9 | 14% | -1% | -4 | 10 | -5% | -2% | -4% | -3% | 1
Brc1ccc(CNc2ccc3ncccc3c2)cc1 | -1 | 5% | -5% | -20 | ? | -1% | -28% | 5% | 7% | -9
CCn1cc(/C=C(\NC(=O)c2ccc(C)cc2)C(=O)NCCN2CCOCC2)c2ccccc21 | -8 | · | 1% | 8 | 3 | 0% | -4% | 3% | -2% | -6
CN(C)CC/C=C1/c2cc(F)ccc2CSc2ccc(F)cc21 | -4 | -1% | 2% | 32 | -2 | 1% | 2%[46.1 µM] | 0% | -1% | 5
COc1ccc(NCc2nnc(SCC(=O)Nc3cc(C(F)(F)F)ccc3Cl)o2)cc1 | -1 | -3% | -4% | -2 | -3 | 14% | 1% | 4% | -5% | -9
Cc1ccc(-n2nc(C)c(C3C(C#N)=C(N)OC4=C3C(=O)CC(C)(C)C4)c2Cl)cc1 (stereo not drawn) | · | -1% | 2% | · | -14 | 5% | · | 1% | -1% | 0
COc1cc(NC(=O)c2cccc(NC3=NC4CS(=O)(=O)CC4S3)c2)cc(OC)c1OC (stereo not drawn) | 19 | · | -1% | -7 | 28 | 7% | 10% | · | -12% | 0
Cc1nc(NC(=O)c2ccccc2O)sc1C | -16 | -2% | 4% | 0 | -43 | ? | -6% | -20% | -7% | 0
Cc1ccc(Nc2nc3c([nH]2)c(=O)n(C)c(=O)n3C)cc1 | 22 | 0% | 0% | -18 | 3 | 4% | 3% | 7% | -7% | 2
COC(=O)c1ccc(NC(=O)Cn2nnc3ccccc32)cc1 | 2 | 0% | 0% | -2 | 3 | 16% | 3% | 6% | 11% | -3
O=S(=O)(c1cccc2nsnc12)N1CCN(Cc2ccccc2)CC1 | -19 | 5% | 0% | 5 | -7 | 0% | -4% | -4% | -7% | 1
N#Cc1sc(NCc2ccccc2)nc1Cl | 5 | 0% | 19µM* | -4 | -7 | 13% | 5% | 6% | 0% | -1
Cc1oc(-c2ccccc2)cc1C(=O)NCc1ccncc1 | 0 | 1% | 4% | -1 | -6 | ? | 5% | 5% | 0% | 4
O=C(CCN1CCCCCC1)Nc1ccc2c(c1)OCCO2 | 9 | 0% | -3% | 3 | -1 | 1% | 3% | -2% | 0% | 1
CCCc1nnc(NC(=O)C2CC(=O)N(CCc3ccc(F)cc3)C2)s1 (stereo not drawn) | 0 | 12% | 0% | 8 | -1 | -1% | -2% | 3% | -1% | 0
COC(=O)CCCCC1SCC(NC(=O)c2ccccc2)C1=O (stereo not drawn) | 20 | -2% | 1% | -14 | -1 | 1% | 1% | 17% | -1% | 0
CCn1c2ccc(F)cc2c2nc3ccccc3nc21 | 1 | -1% | 8% | 9 | -9 | ? | · | -16% | 11% | -2
COc1ccccc1C(=O)NC(=O)COC(=O)CN1C(=O)NC2(CCCCC2C)C1=O (stereo not drawn) | 1 | · | -6% | 15 | 3 | -3% | 0% | · | 1% | ·
CCOc1ccc(-c2nc(N)ncc2-c2ccccc2)c(O)c1 | ? | -2% | -5% | -3 | 10 | -7% | -6% | 8% | 6% | -1
Cc1c2cnn(CC(=O)NCc3ccccn3)c(=O)c2c(C)n1Cc1ccc(Cl)cc1 | -20 | 6% | -4% | 0 | 6 | -3% | 5% | 4% | -10% | ·
CC(=O)c1cccc(OC(=O)C2=CC=CN3CCS(=O)(=O)N=C23)c1 | 8 | · | 1% | -6 | 22 | -3% | 0% | · | -6% | ·
Cc1ccc(NC(=S)Nc2cccc3ccccc23)cc1 | 9 | 3% | -2% | 8 | 1 | -3% | -7% | ? | -5% | -7
CCOc1ccc2oc(C(=O)OCC(=O)N3C(C)CCCC3C)c(C)c2c1 (stereo not drawn) | -14 | · | 2% | 0 | -79* | -2% | -5% | · | 18% | ·
O=C(CN1C(=O)c2ccccc2S1(=O)=O)NCCSC1CCCCC1 | 9 | 0% | -1% | 0 | -6 | -14% | 0% | 1% | 2% | 3
CC(=O)NS(=O)(=O)c1ccc(NC(=O)/C=C/c2ccccc2)cc1 | 11 | 8% | -6% | 9 | 12 | ? | 7% | -2% | 0% | -5
COC(=O)c1cc(S(=O)(=O)NCC2CCN(Cc3ccccc3F)CC2)c[nH]1 | -10 | 3% | -1% | 11 | 0 | -5% | 4% | 13% | 5% | ·
COc1ccccc1NC(=O)c1ccc(-n2cccn2)nc1 | -7 | -3% | -1% | 1 | 9 | ? | 2% | 8% | 0% | 0
CC(Oc1ccc(F)cc1)C(=O)Nc1ccccc1C(=O)NC1CC1 (stereo not drawn) | 11 | · | 0% | -2 | 9 | -5% | 9% | · | 13% | ·
CCC1CCCCN1C(=O)COC(=O)CSc1ccc(C(N)=O)cc1[N+](=O)[O-] (stereo not drawn) | 19 | · | -7% | -7 | 0 | 1% | 3% | · | 0% | ·
Cc1nnc(N2CCC(C(=O)NC3CCC(C)CC3)CC2)c2nn(-c3ccc(Cl)cc3)c(C)c12 (stereo not drawn) | 12 | 8% | -3% | 8 | 21 | -3% | 12% | 13% | 1% | 2
CN(C)c1nc(SCC(=O)Nc2ccc(Cl)c(Cl)c2)nc(N2CCOCC2)n1 | -12 | 0% | -1% | -1 | 1 | -5% | 4% | 0% | -2% | 0
COc1ccc(CCNC2CCN(C)CC2)cc1OC | -4 | 7% | 3% | 0 | 7 | -4% | -2% | -1% | -3% | 2
CSc1c(CC(=O)NCCCO)n(Cc2ccccc2)c2ccccc12 | 52[activator] | 2% | -3% | -4 | -1 | -1% | -5% | -2% | -1% | -6
COc1ccc(CC(NC(C)=O)C(=O)NC2CCN(S(=O)(=O)c3ccc(NC(C)=O)cc3)CC2)cc1 (stereo not drawn) | 29 | 15% | -1% | -11 | 15 | -4% | 4% | 30%[activator] | 8% | -1
Cc1ccc(-c2noc(CCC(=O)Nc3ccccc3C)n2)cc1 | 27 | 6% | 2% | 10 | -9 | ? | -1% | -3% | -1% | 0
COc1ccc(Br)cc1CNC(=O)C1CCN(c2nnc(N3CCCC3=O)s2)CC1 | -5 | -5% | 0% | 12 | -3 | 0% | 3% | 11% | -5% | ·
CCN(c1ccc(NC(=O)CSc2ccc3c(c2)OCCO3)cc1)C(C)C | -13 | · | 0% | -2 | -4 | ? | 0%[46.1 µM] | · | -11% | ·
CC(=O)Nc1ccc(NC(=O)c2cccc(-c3cc4ccccc4oc3=O)c2)cc1 | -9 | 10% | 0% | -5 | 10 | 3% | · | 10% | 0% | 3
CC(=O)NCCc1nc2cc(NC(=O)Nc3ccccc3)ccc2n1C | -24 | -1% | 0% | -21 | -4 | ? | 3% | 10% | -3% | 0
Clc1ccc(Cn2c(/C=C/c3ccco3)nc3ccccc32)cc1 | -4 | -3% | -5% | -7 | -4 | ? | -5%[46.1 µM] | 6% | 0% | 0
Cc1ccc(OC(=O)COc2ccccc2)c(-n2nc3ccccc3n2)c1 | -6 | 1% | -11% | 12 | -6 | ? | -11% | -9% | · | -1
Cc1cccnc1NC(=O)CN1C(=O)COc2ccc(Cl)cc21 | 20 | -1% | -4% | 4 | 25 | ? | · | -1% | 5% | 0
CN(C)c1ccc(C(=O)OCC(=O)NC2CCCCCC2)cc1 | 1 | 8% | -2% | -23 | 0 | -7% | 3% | 8% | 13% | 2
Brc1ccc(Oc2nsnc2N2CCOCC2)cc1 | 4 | 0% | 3% | -8 | 5 | 6% | 3% | -1% | · | -1
O=C(N1CCN(c2ccccc2F)CC1)C1(S(=O)(=O)c2ccc(Cl)cc2)CC1 | -15 | -4% | -3% | 8 | -2 | 9% | -9% | 0% | 3% | -3
CCC[C@@H](CN1CCC[C@H]1CN1C(N)=NC[C@H]1CC(C)C)N1C[C@@H](Cc2ccccc2)N(CCc2ccc(Cl)c(Cl)c2)C1=N | 1 | · | 18% | -5 | -12 | -4% | 1% | · | 14% | ·
